PKA inh: PKA (human) kinase inhibition; P17612; PKA Kemptide phosphorylation, Kinase-Glo ATP luminescence; inhibition, % at 6 µM; 65,000 compounds, 0.1% hits; AID 524;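 active = inhibition above the screen-wide mean inhibition plus 3 SD, cut at about 21% in these data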; also: many of its hits are not listed in these tables
MKP-1 inh: human dual specificity phosphatase 1 inhibition; recombinant MKP-1, OMFP hydrolysis fluorescence; inhibition, %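 (compounds tested at a single concentration somewhere between 10 and 100 µM)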; 65,000 compounds, 0.15% hits;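 active = inhibition above about 50%, limit read from the data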;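 also: 0% = DMSO max control wells and 100% = wells with enzyme stopped by NaOH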
Target sequence (P28562 whole entry, looked up): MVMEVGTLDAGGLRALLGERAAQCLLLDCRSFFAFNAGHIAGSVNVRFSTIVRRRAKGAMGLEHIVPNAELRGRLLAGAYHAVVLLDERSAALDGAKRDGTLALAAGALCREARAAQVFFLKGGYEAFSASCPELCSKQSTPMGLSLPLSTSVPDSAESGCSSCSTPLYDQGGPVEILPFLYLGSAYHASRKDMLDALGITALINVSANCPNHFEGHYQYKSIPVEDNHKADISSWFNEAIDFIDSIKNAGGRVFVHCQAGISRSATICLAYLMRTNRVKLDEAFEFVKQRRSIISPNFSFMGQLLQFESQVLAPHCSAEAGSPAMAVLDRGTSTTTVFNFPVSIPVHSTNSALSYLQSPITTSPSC
ROCK2 blocker: inhibitors of human Rho kinase 2. inhibition, % at 6 µM. purified ROCK2, Kinase-Glo ATP depletion luminescence. 60,000 compounds, 0.35% hits;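 active = inhibition above the screen-wide mean inhibition plus 3 SD, cut at about 18% in these data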;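 also: plate controls were DMSO wells for no effect and Y-27632 control wells after no-enzyme background subtraction for full effect; many of its hits are not listed in these tables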
MMP-13 inhibitor: blocks human MMP13 activity | P45452 | MMP-13 fTHP FRET cleavage, Mca fluorescence | inhibition, % at 4 µM | 65,000 compounds, 0.07% hits | AID 570;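 active = inhibition above the mean of compound-free control plate wells plus 3 SD, cut at about 14% in these data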;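 also: 0% = DMSO wells and 100% = wells with reference MMP-13 inhibitor after basal subtraction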
Jurkat viability: reduces viability or proliferation of Jurkat cells | Jurkat E6.1 viability, ATP luminescence, 48 h | 56,000 compounds, 1.2% hits | AID 463 | inhibition, % at 4 µM;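 active = inhibition above the mean inhibition of all tested compounds plus 3 SD, cut at about 28% in these data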
HEK293 NFkB inh: lowers PMA/ionomycin-induced NF-kB signal in HEK293 cells. HEK-293 NF-kB luciferase reporter, luminescence. 62,000 compounds, 0.21% hits. inhibition, % at 3 µM;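 active = inhibition above the mean of all tested compounds plus 3 SD, cut at about 40% in these data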;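 also: 0% = stimulated DMSO wells and 100% = 10 µM reference inhibitor 5653914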
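Material: HEK-293 cells with stable firefly luciferase reporter driven by four HIV NF-kB elements / Also added: PMA plus ionomycin mix as NF-kB-activating stimulus / Compound dosing: 3 µM once, 0.30% DMSO / Times: 1 h pretreatment, 16 h stimulation, 37 °C / Signal: luminescence / Evaluation: per-plate % inhibition versus controls / Benchmarks: DMSO and 10 µM reference inhibitor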
JNK3 blocker: blocks human JNK3 kinase activity; P53779; purified JNK3 kinase activity, HTS; AID 746; inhibition, % at 8 µM; 60,000 compounds, 0.61% hits; in the data active = inhibition above about 17%;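 also: 0% = DMSO and 100% = reference inhibitor; many of its hits are not listed in these tables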
TNAP act DEA: activators of human TNAP at intermediate phosphate acceptor; P05186; purified TNAP, CDP-star luminescence, 100 mM DEA, 30 min; active compounds read high; scale: 0 levamisole-inhibited, 1 vehicle-only enzyme; activation factor at 20 µM; 64,000 tested, under 10 active;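 active = activation factor of at least 2 at 20 µM, relative to controls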
Target sequence (P05186 whole entry, looked up): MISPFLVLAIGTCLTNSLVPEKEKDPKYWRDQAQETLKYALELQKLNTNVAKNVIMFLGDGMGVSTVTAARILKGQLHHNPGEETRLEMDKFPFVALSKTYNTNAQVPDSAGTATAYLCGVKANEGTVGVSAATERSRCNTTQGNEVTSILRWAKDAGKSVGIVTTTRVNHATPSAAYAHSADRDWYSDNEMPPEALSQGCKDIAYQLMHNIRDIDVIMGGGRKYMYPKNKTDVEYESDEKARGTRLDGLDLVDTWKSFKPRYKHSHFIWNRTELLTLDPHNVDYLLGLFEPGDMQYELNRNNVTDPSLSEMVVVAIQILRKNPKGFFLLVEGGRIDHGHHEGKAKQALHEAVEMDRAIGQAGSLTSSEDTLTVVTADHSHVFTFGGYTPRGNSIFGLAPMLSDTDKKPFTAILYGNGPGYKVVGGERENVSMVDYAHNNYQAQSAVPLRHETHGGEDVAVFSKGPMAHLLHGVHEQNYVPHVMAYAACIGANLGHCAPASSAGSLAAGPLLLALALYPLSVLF
Cdc25B inh: human M-phase inducer phosphatase 2 inhibition; P30305; recombinant Cdc25B, OMFP fluorescence Ex485/Em525; inhibition, %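 (compounds tested at 10 µM final in the well)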; 65,000 compounds, 0.1% hits; in the data active = inhibition above about 50%
An asterisk follows results filed as active; . = not tested or not shown; [ ] = remark or other dose.

SMILES	PKA inh	MKP-1 inh	ROCK2 blocker	MMP-13 inhibitor	Jurkat viability	HEK293 NFkB inh	JNK3 blocker	TNAP act DEA	Cdc25B inh
O=C(NC1CC1)C1CCCN1S(=O)(=O)c1ccc2ccccc2c1 (configuration not stated)	8	4	9	0	10	1	2	1	-3
COc1ccc2c(c1)c(=O)oc1cc(OCC(=O)N3CCC(C)CC3)ccc12	3	14	.	-85[fluorescence artefact?]	.	14	.	0.8	4
COCCn1c(SCC(=O)c2ccccc2)nc2c(c1=O)SC(C)C2 (configuration not stated)	0	1	3	0	-4	0	4	0.8	-4
CCOC(=O)CN1C(=O)C(O)(CC(=O)c2ccco2)c2ccccc21 (configuration not stated)	-5	8	-4	-2	3	3	-7	1	-4
CC1(C)Cc2nc(N3CCOCC3)c(C#N)cc2CO1	12	-6	8	-73[fluorescence artefact?]	-6	9	7	0.9	-3
CCOC(=O)N1CCN(c2c(NCCc3ccc(OCC)c(OCC)c3)c(=O)c2=O)CC1	5	15	6	8	6	10	-8	1	-18
CC1(C)CC(=O)c2sc(NC(=O)c3ccco3)nc2C1	4	1	-7	4	7	-20	-9	1	-10
Cc1ccc(S(=O)(=O)N2CCCN(S(=O)(=O)c3ccc4c(c3)OCCO4)CC2)cc1	-5	-2	-12	5	16	7	-3	1	-1
COc1ccccc1S(=O)(=O)Cc1ccc(C(=O)N2CCN(c3ccc(C)cc3)C(C)C2)o1 (configuration not stated)	-6	6	0	1	16	14	-5	0.8	-13
COCCn1c(=S)[nH]c2cc(C(=O)N3CCN(c4ccccc4OC)CC3)ccc2c1=O	-3	7	.	2	.	12	.	1	32
O=C(CN1CCN(C(=O)c2ccco2)CC1)Nc1ccccc1-c1ccccc1	2	7	.	2	.	24	.	0.9	-21
COC(=O)c1[nH]c2ccccc2c1NC(=O)CCN1CCSCC1	2	23	2	-7	-4	3	8	1	-2
Cc1nnc(Nc2ccc(C(=O)N3CCOCC3)cc2)c2ccccc12	-7	-3	-11	3	4	10	-4	1	-4
COC(=O)COc1ccc(S(=O)(=O)Nc2ccc(C(N)=O)cc2)cc1Cl	-9	5	-5	-11	2	6	3	1	6
CCOCc1nnc(NC(=O)c2cccs2)s1	5	6	0	6	2	13	-5	0.9	3
CCSc1nc2c(c(=O)[nH]c(=O)n2C)n1Cc1ccc(Cl)cc1	10	-19	8	-3	8	8	4	0.9	-28
Cc1cc2c(c(=O)n1CCN(C)C)C(c1ccccc1Br)C(C#N)=C(N)O2 (configuration not stated)	2	-13	3	-5	-2	4	-1	0.9	0
CCOC(=O)C1CCCN(C(=O)CNS(=O)(=O)c2ccc(Br)s2)C1 (configuration not stated)	2	8	4	2	-1	-2	2	0.8	-16
Cn1c(N)c(C(=O)COC(=O)c2ccco2)c(=O)n(C)c1=O	14	-8	3	1	-4	2	4	0.9	-13
CCn1c2ccccc2c2cc(NC(=O)COC(=O)C3CCC(=O)N3)ccc21 (configuration not stated)	5	9	.	2	.	7	.	0.9	7

Molecules above that contain a Cl atom:
SMILES	PKA inh	MKP-1 inh	ROCK2 blocker	MMP-13 inhibitor	Jurkat viability	HEK293 NFkB inh	JNK3 blocker	TNAP act DEA	Cdc25B inh
COC(=O)COc1ccc(S(=O)(=O)Nc2ccc(C(N)=O)cc2)cc1Cl	-9	5	-5	-11	2	6	3	1	6
CCSc1nc2c(c(=O)[nH]c(=O)n2C)n1Cc1ccc(Cl)cc1	10	-19	8	-3	8	8	4	0.9	-28

Four records picked at random from the list so far:
SMILES	PKA inh	MKP-1 inh	ROCK2 blocker	MMP-13 inhibitor	Jurkat viability	HEK293 NFkB inh	JNK3 blocker	TNAP act DEA	Cdc25B inh
CCOC(=O)CN1C(=O)C(O)(CC(=O)c2ccco2)c2ccccc21 (configuration not stated)	-5	8	-4	-2	3	3	-7	1	-4
Cc1cc2c(c(=O)n1CCN(C)C)C(c1ccccc1Br)C(C#N)=C(N)O2 (configuration not stated)	2	-13	3	-5	-2	4	-1	0.9	0
Cc1ccc(S(=O)(=O)N2CCCN(S(=O)(=O)c3ccc4c(c3)OCCO4)CC2)cc1	-5	-2	-12	5	16	7	-3	1	-1
Cn1c(N)c(C(=O)COC(=O)c2ccco2)c(=O)n(C)c1=O	14	-8	3	1	-4	2	4	0.9	-13

More results:
SMILES	PKA inh	MKP-1 inh	ROCK2 blocker	MMP-13 inhibitor	Jurkat viability	HEK293 NFkB inh	JNK3 blocker	TNAP act DEA	Cdc25B inh
O=c1cc(N2CCN(c3cccc(Cl)c3)CC2)[nH]c(=O)n1C1CCCCC1	16	-2	7	3	-6	21	1	0.9	12
Cc1cc2nc(-c3ccco3)cc(C(F)(F)F)n2n1	-4	-4	0	3	-1	11	2	0.9	-14
Oc1cccc(C=NCc2ccccc2)c1O	5	-10	6	-3	5	10	2	1	-6
CCOC(=O)Cc1nnc(NC(=O)COc2ccc(C)cc2)s1	12	-25	4	4	-3	12	-3	0.9	-9
Cc1oc2ccc(OCc3ccc(F)cc3)cc2c1C(=O)O	4	20	-6	-4	8	-1	-1	0.9	-3
CCC(=O)Nc1ccccc1Oc1ccccc1	2	11	2	-1	-4	-6	-2	0.9	-4
Cc1ccccc1NC(=O)CCN1CCN(Cc2ccccc2)CC1	8	-2	8	4	2	9	6	1	-12
CCOC(=O)C1CCN(C(=O)c2ccc(Cl)c(S(=O)(=O)N3CCOCC3)c2)CC1	4	9	.	2	.	4	.	0.9	-15
CSc1ccccc1NC(=O)c1cccnc1	4	-3	6	-4	-5	1	-1	1	-7
O=C(NCC1CCCO1)c1ccc(S(=O)(=O)N2CCCCC2)cc1 (configuration not stated)	9	7	2	0	-6	9	5	1	-8
COc1ccc(-c2cc(C(F)(F)F)nc(SCC(=O)Nc3cc(C)on3)n2)cc1OC	3	18	8	-59[fluorescence artefact?]	0	6	2	1	-14
O=S(=O)(c1ccccc1)c1ccc(NCc2ccco2)cc1	1	11	2	-5	1	15	-5	0.8	-1
COc1ccc(N2CCN(/C(=N\S(=O)(=O)c3ccccc3)Nc3nc(C)cc(C)n3)CC2)cc1	11	6	7	6	-8	-6	3	1	-8
COc1cccc2cc(C(=O)N3CCN(C/C=C/c4ccccc4)CC3)c(=O)oc12	-1	2	0	-4	-6	8	-7	0.9	-13
O=C1C2C3C=CC(C3)C2C(=O)N1CC1CCCO1 (configuration not stated)	5	-15	3	2	-6	1	-2	1	2
Cn1cccc1C(=O)OCC(=O)Nc1ccc2c(c1)CCC2	8	-3	8	-2	-1	-8	7	1	-19
O=C(NCCCN1CCOCC1)NC12CC3CC(CC(C3)C1)C2	6	2	5	-9	2	-1	5	0.9	-10
CCOc1ccc(NC(=O)c2oc3ccccc3c2NC(=O)C2CC2)cc1	-4	-1	-4	-5	-3	5	2	0.9	20
N#C/C=C1\n2c(nc3ccccc32)OC12CCCCC2	0	-30	.	3	.	2	.	0.9	-2
Cc1ccc(C)c(OCC(O)CN2C(C)CCCC2C)c1 (configuration not stated)	9	-8	4	-1	-2	16	2	1	-42
CC1(C)CC(=O)C=C(N2CCN(C3=CC(=O)CC(C)(C)C3)CC2)C1	-4	-14	0	3	0	2	-7	0.8	-5
CCOC(=O)c1c(C)[nH]c(C)c1C(=O)CN1C(=O)NC(CC(C)C)C1=O (configuration not stated)	-2	22	-2	1	-3	3	-6	0.9	-5
COc1cccc(C2/C(=C(\O)c3ccc4c(c3)OCCO4)C(=O)C(=O)N2CCCN(C)C)c1OC (configuration not stated)	5	-20	6	-4	.	.	-5	0.9	-5
CCC(=O)N1CCc2cc(S(=O)(=O)CCC(=O)NCc3cccs3)ccc21	12	-1	7	0	2	-5	3	1	14
CCOC(=O)N1CCN(C(=O)c2ccc3c(=O)n(Cc4ccc(Cl)cc4)c(=S)[nH]c3c2)CC1	-4	26	.	5	.	4	.	0.9	2
CN(C)c1ccc(C2CC(=O)NC3=C2C(=O)CC(C)(C)C3)cc1 (configuration not stated)	-6	4	-1	-2	2	8	-4	0.9	1
COc1cccc(C(c2sc3ncnn3c2O)N2CCc3ccccc3C2)c1 (configuration not stated)	3	12	-2	6	0	4	0	1	-16
COc1cccc(CNC(=O)C2CCCN(S(C)(=O)=O)C2)c1 (configuration not stated)	2	-9	-2	-1	1	16	-10	1	-7
COc1ccc(C(=N/O)/C(=N/O)c2ccc(OC)cc2)cc1	-1	-2	1	1	-3	12	2	0.9	-3
Cc1nc2ccc(S(=O)(=O)NCC(=O)N3CCC(C)CC3)cc2s1	0	6	2	2	-1	10	4	0.9	6
O=C(Nc1nc2c(s1)CCc1ccccc1-2)c1ccco1	3	1	.	6	.	4	.	0.9	-4
Cc1cccc(CN2CCN(CC(=O)O)C2=O)c1	5	12	9	-1	-4	9	-1	0.9	-23
CCC(C(=O)OCCN(CC)CC)c1ccccc1 (configuration not stated)	-2	-13	3	-3	.	.	-5	0.9	-14
CCCc1cc(=O)oc2cc(C)c3c(C)coc3c12	3	1	0	-40	0	-10	-5	0.9	-3
CCOc1ccc(NC(=O)CSc2nnc(COc3c(C)cccc3C)o2)cc1	-1	0	-10	2	0	10	0	0.8	-6
CCN(CC)S(=O)(=O)c1cccc(-c2nnc(SCCOc3ccccc3C)o2)c1	7	11	6	-3	10	14	-3	0.9	-17
COC(=O)c1c(-n2cnnn2)sc(C)c1C	6	-16	7	-30	.	.	-2	0.9	12
Cc1cccc2cc(CN(CC3CCCO3)C(=O)c3cnccn3)c(=O)[nH]c12 (configuration not stated)	-6	-8	-6	-1	9	18	-3	0.9	6
CCSc1nsc(SCC)c1C(N)=O	9	11	.	6	.	15	.	1	-5
Nc1nc(C(=O)N2CCOCC2)nn1S(=O)(=O)c1ccc(Cl)cc1	5	1	.	-2	.	9	.	0.9	-4

Compound profiles (already shown). Order of values: PKA inh, MKP-1 inh, ROCK2 blocker, MMP-13 inhibitor, Jurkat viability, HEK293 NFkB inh, JNK3 blocker, TNAP act DEA, Cdc25B inh
Cc1cccc(CN2CCN(CC(=O)O)C2=O)c1 as listed: 5, 12, 9, -1, -4, 9, -1, 0.9, -23
Cc1cccc2cc(CN(CC3CCCO3)C(=O)c3cnccn3)c(=O)[nH]c12 (configuration not stated) as listed: -6, -8, -6, -1, 9, 18, -3, 0.9, 6
COc1cccc(CNC(=O)C2CCCN(S(C)(=O)=O)C2)c1 (configuration not stated) as listed: 2, -9, -2, -1, 1, 16, -10, 1, -7
CCC(C(=O)OCCN(CC)CC)c1ccccc1 (configuration not stated) as listed: -2, -13, 3, -3, ., ., -5, 0.9, -14

(next part)
SMILES	PKA inh	MKP-1 inh	ROCK2 blocker	MMP-13 inhibitor	Jurkat viability	HEK293 NFkB inh	JNK3 blocker	TNAP act DEA	Cdc25B inh
O=C(CCCNS(=O)(=O)c1cccs1)N1CCc2ccccc2C1	6	7	.	-8	.	3	.	0.9	6
COc1ccc(C2(CNC(=O)c3ccc(Br)o3)CCOCC2)cc1	5	2	4	0	-6	21	1	0.9	-6
Cc1cccc2nc(Cn3c(=O)n(CCC(=O)NCc4ccco4)c(=O)c4ccccc43)cc(=O)n12	-5	8	-4	2	11	13	-5	0.9	4
CCSc1nnc(-c2cccs2)o1	6	-2	4	-15	-9	12	1	0.8	-8
CCOC(=O)C(CC)Sc1nc2c(c(=O)[nH]c(=O)n2C)n1CCc1ccccc1 (configuration not stated)	-4	31	-1	8	7	2	-3	1	-3

Bioassay records (PubChem BioAssay)

The order is random; overall some 1.9% were active at least once.
